Menin MLL FP TR: inhibitors of human menin-MLL interaction, mutant MLL peptide. Menin + Texas Red MLL mutant peptide, fluorescence polarization. Potency, µM (doses to about 61.6 µM), without a hit: at the highest dose FP activity change, negative = inhibition, hits mostly inhibitors. 270,000 compounds, 0.23% hits. AID 1768; active = well fitted inhibition curve with a large enough effect in the polarisation, with a control signal flat, not every such curve was filed as active; inconclusive = small, poorly fitted or top-dose-only effect, or effect the other way, or a change in a side signal; inactive = no such curve, though single readings can be large or run the other way; the % refers to the polarisation; also: potency is read from the fitted curve at half-maximal effect; % of control where 0% means no effect; many of its hits are not listed in these tables
Mito fusion act: blocks mitochondrial division or promotes mitochondrial fusion | Potency, µM (highest dose often 46.1 µM), for the others: at the top dose growth rescue (activation), usual class: activators | S. cerevisiae fusion-defective mutant growth rescue, CellTiterGlo 48 h | 320,000 compounds, 0.23% hits;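 also: potency is read from the fitted curve at half-maximal effect; % of control where 0% means no effect; nearly all actives have a fitted effect of over 45% in size; temperature-sensitive fusion mutants such as fzo1-1 at 37 °C on non-fermentable ethanol glycerol medium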
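Read-out: ATP-based luminescence (CellTiterGlo, 10 min ambient) reporting growth of fusion-defective ts yeast after 48 hours at 37C on glycerol/ethanol YPEG medium in the presence of compound.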
RORgamma inh: ROR gamma (mouse) transcription inhibition | Potency, µM (series often up to 53.6 µM), without a hit: top-dose activity change, negative = inhibition, actives largely listed as inhibitors | P51450 | 310,000 compounds, 5.4% hits | Drosophila S2 Gal4-RORgamma UAS-luciferase reporter, 20 h; also: potency is read from the fitted curve at half-maximal effect; % is scaled to controls: 0 for no effect and ±100 for the full control effect; nearly all actives have a fitted effect of over 60% in size
Target sequence (P51450 whole entry, looked up, the tested form may be a part): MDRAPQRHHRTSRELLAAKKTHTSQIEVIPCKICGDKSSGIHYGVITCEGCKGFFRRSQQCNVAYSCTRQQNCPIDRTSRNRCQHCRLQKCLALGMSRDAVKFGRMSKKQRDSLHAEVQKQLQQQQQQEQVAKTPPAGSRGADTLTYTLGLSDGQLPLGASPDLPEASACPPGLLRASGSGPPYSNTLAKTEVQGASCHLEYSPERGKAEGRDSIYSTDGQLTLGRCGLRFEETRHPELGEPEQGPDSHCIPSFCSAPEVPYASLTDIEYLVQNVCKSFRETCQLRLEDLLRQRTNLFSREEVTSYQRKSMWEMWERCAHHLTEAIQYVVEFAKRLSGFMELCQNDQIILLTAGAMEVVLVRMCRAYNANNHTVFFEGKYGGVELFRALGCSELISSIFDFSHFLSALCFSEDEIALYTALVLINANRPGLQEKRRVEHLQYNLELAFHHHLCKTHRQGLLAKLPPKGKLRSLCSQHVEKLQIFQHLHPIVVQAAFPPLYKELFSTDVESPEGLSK
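Luminescence from a UAS-regulated Photinus luciferase reporter in stably transfected Drosophila Schneider cells is measured; decreased signal marks ROR gamma inhibition. Fusion expression is induced by 700 uM copper sulfate for 20 hr.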
KCNH2 3.1 block: blocks the human KCNH2 3.1 channel isoform | 340,000 compounds, 0.95% hits | activity change, % (tested at about 1.8 µM) | U2OS KCNH2 3.1, thallium flux FluxOr; hits give low values;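 active = maximum activity change below -70%; inconclusive = maximum activity change from -70% to -50%; inactive = maximum activity change above -50%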;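 also: thallium influx rate constant from kinetic fluorescence after stimulation buffer; % is scaled to controls: 0 for no effect and ±100 for the full control effect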
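Steps: virus added to U2OS suspension (4 h, RT, dark); medium with 10% FBS added, cells plated, 37 C overnight; FluxOr/Red40 loading buffer 45 min RT; stimulation buffer, 2 min kinetic read; rate constant normalized.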
VP16 counter: inhibits Gal4-VP16 luciferase reporter, ROR gamma counter-screen; Drosophila S2 Gal4-VP16 UAS-luciferase, luminescence, 20 h; Potency, µM (titrated, usually from 53.6 µM), inactives show at the top dose activity, negative = inhibition, actives largely listed as inhibitors; 310,000 compounds, 3.5% hits; AID 2546;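 also: Gal4-VP16 expression switched on by copper sulfate through the metallothionein promoter; potency is read from the fitted curve at half-maximal effect; % is scaled to controls: 0 for no effect and ±100 for the full control effect; nearly all actives have a fitted effect of over 50% in size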
Rab9 prom act: activators of Rab9 promoter; Huh7 Rab9 promoter-luciferase reporter, luminescence, 24 h; Potency, µM (top dose mostly 9.22 µM), for inactives: at the top dose activation, negative = inhibition, hits mostly activators; 320,000 compounds, 2.8% hits; AID 485297; also: potency is read from the fitted curve at half-maximal effect; % of control where 0% means no effect; nearly all actives have a fitted effect of over 60% in size
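Quantitative HTS format; Huh7 Rab9-luciferase reporter cells (1500/well) receive compound 2 h post-plating, incubate 24 h at 37 °C, then get luciferase reagent for 10 min before luminescence reading.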
PKM2 act: PKM2 (human) enzyme activation | purified PKM2, Kinase-Glo ATP luminescence, activation; response scale: 0% is enzyme alone, no compound | P14618 | AID 1631 | Potency, µM (highest dose often 57.5 µM), for the others: at the top dose activation, most hits filed as activators | 260,000 compounds, 0.34% hits; also: potency is read from the fitted curve at half-maximal effect; % is scaled to controls: 0 for no effect and ±100 for the full control effect; nearly all actives have a fitted effect of over 55% in size
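Kinase-Glo luminescence reports ATP generated from ADP (0.1 mM) and PEP (0.5 mM) by purified hPK-M2 after 1 h at room temperature, pH 7.2 imidazole buffer; intermediate enzyme activity allows detecting inhibitors and activators.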
MBNL1-CUG inh: inhibitors of human MBNL1 binding to CUG repeat RNA; TR-FRET MBNL1-His/biotin-(CUG)12 binding, 665/545 ratio; Potency, µM (titrated, usually from 57.5 µM), for inactives: top-dose activity change, negative = inhibition, usual class: inhibitors; 280,000 compounds, 0.036% hits; AID 2675; active = well fitted inhibition curve with a large enough effect in the signal ratio, with a control signal flat, not every such curve was filed as active; inconclusive = small, poorly fitted or top-dose-only effect, or effect the other way, or a change in a side signal; inactive = no such curve, though single readings can be large or run the other way; the % refers to the signal ratio; also: potency is read from the fitted curve at half-maximal effect; % is scaled to controls: 0 for no effect and ±100 for the full control effect
Target sequence (Q9NR56 whole entry, looked up): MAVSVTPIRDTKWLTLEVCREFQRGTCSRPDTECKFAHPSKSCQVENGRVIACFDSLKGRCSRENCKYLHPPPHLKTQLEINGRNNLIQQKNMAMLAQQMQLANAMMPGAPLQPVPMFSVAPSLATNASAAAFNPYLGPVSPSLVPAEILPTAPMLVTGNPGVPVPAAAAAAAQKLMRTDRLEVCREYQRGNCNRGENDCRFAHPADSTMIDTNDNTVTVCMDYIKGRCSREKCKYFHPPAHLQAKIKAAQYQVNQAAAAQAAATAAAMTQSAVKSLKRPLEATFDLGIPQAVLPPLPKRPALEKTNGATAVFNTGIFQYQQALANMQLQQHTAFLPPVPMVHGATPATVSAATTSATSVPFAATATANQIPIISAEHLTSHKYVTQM
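Inhibition of protein-RNA binding appears as loss of TR-FRET between terbium anti-His antibody on MBNL1-His and streptavidin-XL665 on biotin-(CUG)12. Activity is normalized to buffer-only and uninhibited-complex controls.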
NPC1 promoter act: NPC1 promoter activation. Huh7 NPC1 promoter luciferase reporter, 24 h. Potency, µM (series often up to 9.22 µM), for inactives: at the highest dose activation, actives largely listed as activators. 320,000 compounds, 2.4% hits. AID 485313;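 also: potency is read from the fitted curve at half-maximal effect; % of control where 0% means no effect; nearly all actives have a fitted effect of over 60% in size; reporter is driven by a mutant NPC1 promoter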
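Stably transfected Huh7 (NPC1 promoter→luciferase), 1500 cells/well in Opti-MEM + 10% FBS, 2 h settle, then compound 24 h at 37 °C. Luminescence after 10 min with Amplite reagent.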
FLuc modulator: counter-screen for miR-21 project: firefly luciferase inhibitors or activators; AID 588342; P08659; 360,000 compounds, 6.9% hits; purified FLuc, Km substrates, luminescence inhibition; Potency, µM (titrated, usually from 57.5 µM), for the others: at the top dose activity change, negative = inhibition, actives largely listed as inhibitors;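 also: potency is read from the fitted curve at half-maximal effect; plate controls were vehicle for no effect and reference inhibitor for full effect; nearly all actives have a fitted effect of over 55% in size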
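Purified P. pyralis luciferase, 10 nM final, with Km-level 10 uM D-luciferin and 10 uM ATP in 50 mM Tris acetate pH 7.5, 10 mM Mg acetate, 0.01% Tween-20, 0.05% BSA; 6-point qHTS titration about 60 µM downward; luminescence read.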
ELG1 repair inh: ELG1-dependent DNA repair inhibition | Potency, µM (highest dose often 46.1 µM), inactives show top-dose activity change, negative = inhibition, actives largely listed as inhibitors | 330,000 compounds, 2.3% hits | HEK293T ELG1-luciferase reporter, luminescence, 16 h; DNA damage induced by 5-fluorouridine; also: potency is read from the fitted curve at half-maximal effect; % is scaled to controls: 0 for no effect and ±100 for the full control effect; nearly all actives have a fitted effect of over 55% in size
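HEK293T cells expressing luciferase-tagged ELG1 (2,000/well) received 5-Fluorouridine plus compound or DMSO for 16 hr at 37 °C. Luciferase was read by ONE-Glo luminescence after 30 min at room temperature.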
Active calls of the source: *; ? = inconclusive; . = no result given; [ ] = another dose, or the depositor's remark. Unless noted, calls follow the shape of the dose curve; as a rule, active = well fitted curve in the direction sought with a large enough effect; inconclusive = small, poorly fitted or top-dose-only effect, or another doubt; inactive = no such curve, though single readings can be large; an effect the other way counts as inactive or inconclusive. These rows are one share of the data. The share of hits here may be higher or lower than overall.

structure,Menin MLL FP TR,Mito fusion act,RORgamma inh,KCNH2 3.1 block,VP16 counter,Rab9 prom act,PKM2 act,MBNL1-CUG inh,NPC1 promoter act,FLuc modulator,ELG1 repair inh
COc1ccc(-n2cccc2C=O)cc1OC,.,0%,-15%,-25,-6%,5%,-3%,-12%,-3%,6%,-5%
Cc1cccc(C)c1Nc1nnc(SC/C(O)=C(\C#N)c2nc3ccccc3[nH]2)s1,?,-4%,?,-9,15%,-2%,0%,-1%,0%,-8%,?
O=C(Cn1cnc2ccccc2c1=O)N1CCN(Cc2ccc3c(c2)OCO3)CC1,-5%,-2%,4%,6,-20%,-5%,3%,4%,-3%,14%,?
CN(C)Cc1cc(O)c(CN(C)C)cc1O,.,1%,-19%,14,-1%,2%,5%,-14%,1%,?,13%
COC(=O)c1ccc(N2C(=O)CC(N3CCN(C(=O)c4ccco4)CC3)C2=O)cc1 (stereo unspecified),9%,-3%,-14%,-2,7%,-4%,14%,-5%,-2%,0%,11%
Nc1nc(-c2cccnc2)nn1C(=O)c1ccco1,?,-1%,-3%,.,-10%,-3%,5%,4%,-2%,7%[2.3 µM],9%
Cc1cc2nnc(SC3CCOC3=O)n2c2ccccc12 (stereo unspecified),1%,-5%,?,6,-2%,6%,1%,11%,0%,4%,11%
Cn1ccc(-c2cc(C(=O)O)c3ccccc3n2)n1,2%,-3%,-12%,-1,-16%,1%,-4%,-4%,-3%,?,-4%
N#Cc1c2ccc(OCC(N)=O)cc2n2ccccc12,?,-2%,?,-10,-24%,0%,0%,.,-12%,-16%,20%
O=C(CN(C(=O)CCC(=O)Nc1nccs1)c1ccccc1F)NCc1ccc(F)cc1,?,-3%,2%,-13,-2%,-1%,17%,4%,-1%,-1%,-3%
COc1ccc(C(=O)Nn2c(SCC(=O)NC3CCCCC3)nc3ccccc3c2=O)cc1,-4%,1%,?,-18,13µM*,4µM*,-17%,-6%,3.5µM*,1.9µM*,?
CC1CCC(CN2CCN=C2Nc2ccccc2)CC1 (stereo unspecified),-18%,0%,-14%,-26,1%,0%,-1%,7%,1%,0%,-6%
COc1ccccc1N1CCN(C(=O)CCNS(=O)(=O)c2cc(Br)cnc2N)CC1,.,1%,13%,11,-3%,0%,.,-5%,-3%,9%,5%
NC(=O)C1CCN(C(=O)CC2C(=O)NCCN2Cc2cccc(Oc3ccccc3)c2)CC1 (stereo unspecified),-17%,-2%,-36%,5,-2%,-3%,-7%,11%,0%,3%,1%
Cc1ccc(C)c(OCC(=O)Nc2ccncc2)c1,10%,5%,-1%[1.91 µM],16,?,-5%,-4%,1%,-9%,2%,11%
CC(C)(C)c1csc(NC(=O)C2COc3ccccc3O2)n1 (stereo unspecified),.,2%,?,.,?,?,-22%,-5%,?,15µM*,?
COC(c1ccccc1)c1c(-c2ccccc2)nn(C)c1Cl (stereo unspecified),-9%,24%,39%,13,18%,7%,0%,?,0%,-1%,1%
CCCCn1c(N(CCOC(C)=O)C(C)=O)nc2ccccc21,11%,-2%,24%,-17,-5%,6%,-31%,13%,-2%,-3%,?
Cc1ccc(C(=O)NC2(C(F)(F)F)NC(=O)N(c3ccc(Cl)cc3)C2=O)cc1 (stereo unspecified),21%,10%,33%,-11,-11%,-4%,0%,-9%,-6%,4%,1%
CN1C(=O)C(=O)/C(=C(/O)c2ccccc2)C1c1ccc([N+](=O)[O-])cc1 (stereo unspecified),-2%,-1%,-7%,-16,-2%,2%,-1%,?,4%,0%,5%

Next structures follow.
structure,Menin MLL FP TR,Mito fusion act,RORgamma inh,KCNH2 3.1 block,VP16 counter,Rab9 prom act,PKM2 act,MBNL1-CUG inh,NPC1 promoter act,FLuc modulator,ELG1 repair inh
Cc1ccc(-n2c([S-])c(C(=O)NC(C)c3ccccc3)[n+]3ccccc23)cc1 (stereo unspecified),-3%,15%,7%,-17,2%,1%,.,7%,-2%,2%,16%
COC(=O)c1ccc2nc(NC(=O)CSCC(=O)OCC(=O)c3ccccc3)sc2c1,?,-2%,-5%,-1,-5%,11%,13%,.,11%,17µM*,?
Cc1cc(N2CCC(C)CC2)c(F)cc1[N+](=O)[O-],19%,-2%,41%,-13,-5%[0.365 µM],-5%,7%,5%,0%,4%,18%
Cc1cc(C)cc(N(CC(=O)NC2CCC(C)CC2)S(=O)(=O)c2c(C)[nH]c(=O)[nH]c2=O)c1 (stereo unspecified),.,5%,-19%,8,-5%,-10%,-9%,-2%,1%,0%,14%
CCC(=O)c1cn(CC(=O)Nc2cccc(C)c2)c2ccccc12,?,2%,-28%,3,-4%,0%,-5%,17%,-3%,6%,?
COc1cc(C(O)P(=O)(OC(C)C)OC(C)C)cc(OC)c1OC (stereo unspecified),3%,-7%,4%,6,-5%,11%,-2%,?,0%,-1%,?
CCCCn1c(N)c(N2CCOCC2)c(=O)n(CC(=O)NC(C)c2ccccc2)c1=O (stereo unspecified),6%,-8%,-8%,-6,3%,-11%,0%,-4%,0%,-1%,9%
Cc1ccc(C)c(NC(=S)N2CCC(c3nc4ccccc4s3)CC2)c1,3%,-6%,2.8µM*,1,6.3µM*,-8%,13%,-4%,-1%,0%,-26%
O=C(NC(=S)Nc1ccccc1N1CCCC1)c1ccc(-c2cccc([N+](=O)[O-])c2)o1,?,12%,13%,-36,-23%,15%,-7%,13%,-11%,-3%,15µM*
Cc1cc(C)n(Cc2ccc(NC(=O)c3nn(C)cc3[N+](=O)[O-])cc2)n1,.,-3%,?,-6,-7%,-3%,10%,?,0%,0%,?
Cc1nn(CC(=O)Nc2ccc(C(=O)N3CCCC3)cc2)c(=O)c2ccccc12,?,-1%,-9%,2,9%,2%,1%,6%,0%,2%[2.3 µM],-2%
Cn1c(C(C#N)C2=C(Cl)C(=O)N(c3ccccc3)C2=O)nc2ccccc21 (stereo unspecified),-26%,-7%,?,.,?,16%,-24%,?,1%,-16%,1%
COc1nc(NCC(C)C)nc(Oc2ccc(=O)n(-c3ccccc3)n2)n1,2%[11.7 µM],-4%,-28%,20,2%,-5%,1%,1%,-1%,-1%,-5%
COCC(=O)N1CCC(Oc2ccc(C(=O)NC(C)c3csc(C)n3)cc2)CC1 (stereo unspecified),1%,-14%,-7%,10,4%,-3%,0%[0.46 µM],-4%,1%,-1%,2%
CCOC(=O)C(NC(C)=O)(Nc1ccc(S(N)(=O)=O)cc1)C(F)(F)F (stereo unspecified),-13%,0%,8%,3,-16%,-4%,-6%,-26%,-4%,2%,0%
O=C(CCN1C(=O)/C(=C/c2ccccc2F)SC1=S)NCCCn1ccnc1,.,18%,-2%,8,0%,-9%,.,?,-3%,-12%,1%
CCc1nnc(NC(=O)CSc2nc3c(C)cccc3[nH]2)s1,-11%,3%,3%,-7,-2%,1%,-4%,-7%,-3%,-7%,8%

Reformatted with two lines to a compound: two of the compounds above.
Each structure is followed by: Menin MLL FP TR, Mito fusion act, RORgamma inh, KCNH2 3.1 block, VP16 counter, Rab9 prom act, PKM2 act, MBNL1-CUG inh, NPC1 promoter act, FLuc modulator, ELG1 repair inh
- O=C(CCN1C(=O)/C(=C/c2ccccc2F)SC1=S)NCCCn1ccnc1
→ ., 18%, -2%, 8, 0%, -9%, ., ?, -3%, -12%, 1%
- CCc1nnc(NC(=O)CSc2nc3c(C)cccc3[nH]2)s1
→ -11%, 3%, 3%, -7, -2%, 1%, -4%, -7%, -3%, -7%, 8%

Compound profiles (already shown). Screens in order: Menin MLL FP TR	Mito fusion act	RORgamma inh	KCNH2 3.1 block	VP16 counter	Rab9 prom act	PKM2 act	MBNL1-CUG inh	NPC1 promoter act	FLuc modulator	ELG1 repair inh
`O=C(NC(=S)Nc1ccccc1N1CCCC1)c1ccc(-c2cccc([N+](=O)[O-])c2)o1` as listed: ?	12%	13%	-36	-23%	15%	-7%	13%	-11%	-3%	15µM*
`COc1nc(NCC(C)C)nc(Oc2ccc(=O)n(-c3ccccc3)n2)n1` as listed: 2%[11.7 µM]	-4%	-28%	20	2%	-5%	1%	1%	-1%	-1%	-5%
